From PubChem BioAssay
FBW7 act: FBW7 E3 ligase activators, primary screen, biochemical, AlphaScreen, human; AlphaScreen FBW7–phospho-cyclin E peptide binding, activator screen; normalized activity (activation), % at 26.1 µM; 650,000 compounds, 0.13% hits; AID 1259310, 2017; in the data active means normalized activity above about 1.9%;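 further: purified mutant Fbw7 with reduced substrate affinity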
TEAD-YAP inh: TEAD-YAP interaction inhibition, primary screen, TEAD-YAP interaction inhibitor project, luminescence, HEK-TIYL cells; AID 1259422, 2018; inhibition, % at 9.12 µM; TEAD-Gal4/YAP UAS-luciferase luminescence; 640,000 compounds, 1.4% hits; in the data active means inhibition above about 32%;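 further: 0% = median of test compound wells and 100% = reference inhibitor wells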
MITF inh: MITF inhibitors, primary screen, biochemical, AlphaScreen, human; 650,000 compounds, 0.91% hits; AlphaScreen MITF homodimerization, bead proximity signal; AID 1259374, 2018; inhibition, % at 2.6 µM; Microphthalmia-associated transcription factor (Homo sapiens), O75030; in the data active means inhibition above about 50%;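 further: 0% = vehicle wells with protein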
Target sequence (O75030 whole entry, looked up): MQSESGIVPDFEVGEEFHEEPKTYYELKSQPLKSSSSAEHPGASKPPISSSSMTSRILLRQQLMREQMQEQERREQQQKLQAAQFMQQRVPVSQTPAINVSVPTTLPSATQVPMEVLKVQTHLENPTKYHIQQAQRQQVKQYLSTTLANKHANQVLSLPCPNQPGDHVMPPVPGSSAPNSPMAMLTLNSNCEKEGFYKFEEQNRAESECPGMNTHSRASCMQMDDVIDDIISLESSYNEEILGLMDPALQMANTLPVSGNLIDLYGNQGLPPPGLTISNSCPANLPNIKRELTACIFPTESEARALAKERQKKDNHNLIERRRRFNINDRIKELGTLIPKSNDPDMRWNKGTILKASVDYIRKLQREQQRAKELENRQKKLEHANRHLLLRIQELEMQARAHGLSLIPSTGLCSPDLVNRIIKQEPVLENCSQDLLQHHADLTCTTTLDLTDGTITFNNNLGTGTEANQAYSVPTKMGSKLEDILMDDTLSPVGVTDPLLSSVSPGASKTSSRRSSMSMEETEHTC
GPR151 ag: activators of human GPR151, primary screen, cell-based, PathHunter beta-arrestin, luminescence; PathHunter beta-arrestin GPR151 cells; 650,000 compounds, 1% hits; activation, % at 11.2 µM; G-protein coupled receptor 151 (Homo sapiens), Q8TDV0; AID 1508602, 2020; in the data active means activation above about 4.9%;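 further: 0% = median of compound wells and 100% = cells with positive control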
Target sequence (Q8TDV0 whole entry, looked up): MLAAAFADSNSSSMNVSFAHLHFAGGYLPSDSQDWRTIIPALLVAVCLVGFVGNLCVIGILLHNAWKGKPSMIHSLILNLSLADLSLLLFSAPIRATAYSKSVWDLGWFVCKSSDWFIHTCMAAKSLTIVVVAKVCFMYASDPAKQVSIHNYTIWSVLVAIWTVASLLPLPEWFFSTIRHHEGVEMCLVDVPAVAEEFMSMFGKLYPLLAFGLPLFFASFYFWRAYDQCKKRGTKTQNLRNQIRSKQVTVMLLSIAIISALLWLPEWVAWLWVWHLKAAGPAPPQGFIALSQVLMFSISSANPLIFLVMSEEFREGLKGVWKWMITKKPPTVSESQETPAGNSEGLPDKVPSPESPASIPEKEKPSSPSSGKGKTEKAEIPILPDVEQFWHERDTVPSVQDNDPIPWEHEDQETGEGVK
* hit, by the source's call; · = no result given; & = joins results of further samples.

The line under a structure holds: FBW7 act, TEAD-YAP inh, MITF inh, GPR151 ag
COc1ccc(N2C(=O)NC(NC(=O)CCc3ccccc3)(C(F)(F)F)C2=O)cc1 (centres undefined)
 : -0.1, 2, 0, -0.2
O=C(CCc1ccccc1)Nc1ccnn1C1CCN(Cc2ccc(OCCO)cc2)CC1
 : 0.1, 6, 3, 1.2
Cc1ccc2nc(-c3ccc(N4C(=O)CC(N5CCC(C)CC5)C4=O)cc3)sc2c1 (centres undefined)
 : 0.2, -2, 0, -0.4
Cc1ccc(OCCCn2ccnc2)cc1C
 : -0.1, 7, -3, -0.5
CCS(=O)(=O)N1CCC(n2nccc2NC(=O)c2ccccc2C)CC1
 : -0.2, 3, 0, 0.2
O=C1C2(CCC13COC(c1ccco1)OC3)COC(c1ccco1)OC2 (centres undefined)
 : -0.1, 3, -3, -0.6
CC(=O)c1cccc(Nc2nc(-c3c(C)nc4cc(C)ccn34)cs2)c1
 : -0.1, 10, 3, -1.6
CN1C(=O)/C(=C/c2ccc(Cl)cc2Cl)N(C)C1=S
 : -0.3, 6, -2, 1.3
CCOC(=O)c1c(NC(=O)Cn2nc(C(F)(F)F)cc2C)sc2c1CCC(C)C2 (centres undefined)
 : -0.1, 4, -15, -0.2
O=c1c2c3c(sc2[nH]c(=S)n1-c1ccc(OC(F)F)cc1)CCC3
 : -0.2, 7, 1, -0.3
Cn1c(=O)c2c(nc3n(-c4cccc(Cl)c4)c(-c4ccc(Br)cc4)cn23)n(C)c1=O
 : -0.1, -7, 8, 1.6
O=C1NC(c2ccncc2)C(C(=O)c2ccccc2)C(O)(C(F)(F)F)N1 (centres undefined)
 : 0.0, 3, -2, -1.6
Cc1ccccc1C(=O)NNC(=O)c1ccc(F)cc1
 : 0.0, -37, -12, -0.5
Cn1ccnc1SCc1cc(=O)c(OC(=O)c2cc(Cl)ccc2Cl)co1
 : -0.6, 6, 13, -0.5
COc1ccc(C(C)N(C)Cc2nc(-c3ccc(OC)c(OC)c3OC)no2)cc1 (centres undefined)
 : -0.1, -13, -1, 0.7

Next section; the last five above are carried over.
The line under a structure holds: FBW7 act, TEAD-YAP inh, MITF inh, GPR151 ag
Cn1c(=O)c2c(nc3n(-c4cccc(Cl)c4)c(-c4ccc(Br)cc4)cn23)n(C)c1=O
 : -0.1, -7, 8, 1.6
O=C1NC(c2ccncc2)C(C(=O)c2ccccc2)C(O)(C(F)(F)F)N1 (centres undefined)
 : 0.0, 3, -2, -1.6
Cc1ccccc1C(=O)NNC(=O)c1ccc(F)cc1
 : 0.0, -37, -12, -0.5
Cn1ccnc1SCc1cc(=O)c(OC(=O)c2cc(Cl)ccc2Cl)co1
 : -0.6, 6, 13, -0.5
COc1ccc(C(C)N(C)Cc2nc(-c3ccc(OC)c(OC)c3OC)no2)cc1 (centres undefined)
 : -0.1, -13, -1, 0.7
COC(=O)c1ccccc1NC(=O)C(=O)CC(=O)c1ccc(Cl)cc1
 : -0.1, -3, 11, -1.2
COc1ccc(SCC(=O)Nc2cc(C)cc(C)c2)cc1
 : 0.0, -4, 4, -0.9
CCOc1ccccc1N(CC(=O)N1CCCCC1)S(=O)(=O)c1ccc(Cl)cc1
 : 0.0, 1, -4, -1.0
Cc1c(C(=O)NCc2ccccn2)sc2ncn(CC(=O)N3CCOCC3)c(=O)c12
 : 0.0, 15, 0, 1.1
NC(=O)c1oc2ccccc2c1NC(=O)c1ccc2ccccc2c1
 : 0.1, -3, 2, 2.3
Cc1nn(-c2ccccc2)c(C)c1Sc1n[nH]c(=O)[nH]c1=O
 : -0.1, 1, 9, 1.2
COc1nc(NCCN(C(C)C)C(C)C)nc(-c2ccccc2)n1
 : 0.1, 4, 6, -0.2
CN(C(=O)c1ccc([N+](=O)[O-])cc1)c1ccccc1
 : 0.0, 0, 12, -0.1
Cc1cc(=O)oc2cc(OC(=O)CSc3nc(Cc4ccccc4)cc(=O)[nH]3)ccc12
 : 0.3, 3, 10, -0.3
Cc1cc(C)c2oc(-c3cccc(NC(=O)c4cccnc4)c3)nc2c1
 : 0.2, -23, 2, -0.4
Cc1ncn(-c2ccc(Nc3nccc(-c4cc(F)cc(-c5cn[nH]c5C)c4)n3)cc2)n1
 : -0.2, 37*, 6, 1.7
Cc1ccc(C(=O)COC(=O)CCC(=O)Nc2ccc(C(=O)OCC(C)C)cc2)cc1[N+](=O)[O-]
 : -0.1, 7, -4, -0.7
CC(=O)NCc1nnc2n1CCN(Cc1ccc3c(c1)OCCO3)CC2
 : 0.0, 3, 12, -0.4
CCCS(=O)(=O)N1CCN=C1SCc1ccc(F)cc1
 : 0.1, 1, 6, 0.8
O=C(Cn1c(NCCCO)nc2ccccc21)c1ccc(Cl)cc1
 : 0.1, 8, 2, -0.5

One compound at a time (already shown). Values in the order: FBW7 act	TEAD-YAP inh	MITF inh	GPR151 ag
Cc1cc(C)c2oc(-c3cccc(NC(=O)c4cccnc4)c3)nc2c1 in the list: 0.2	-23	2	-0.4
COc1nc(NCCN(C(C)C)C(C)C)nc(-c2ccccc2)n1 in the list: 0.1	4	6	-0.2

New compounds follow
The line under a structure holds: FBW7 act, TEAD-YAP inh, MITF inh, GPR151 ag
COc1cc([C@@H]2c3cc4c(cc3[C@H](O)[C@H]3COC(=O)[C@H]23)OCO4)cc(OC)c1OC
 : -0.1&-0.2&0.0&0.1, 43*, 4&-16&15&10, 4.4&1.3&0.4&0.3
CC(=O)NCCNc1nc2c(-c3ccccc3)nnn2c2ccccc12
 : -0.1, 7, 3, 0.5
CCCN(CCC)S(=O)(=O)c1ccc(C(=O)Nc2ccc(C)cc2C(=O)c2ccccc2)cc1
 : 0.2, 9, 12, -1.7
COc1ccc(NC(=O)c2cnccn2)c([N+](=O)[O-])c1
 : -0.4, -19, 6, -0.2
CCOc1ccccc1-n1cnc2cc(C(=O)NCCN3CCOCC3)ccc21
 : 0.2, 7, 13, 1.1
O=C(c1ccc(F)cc1)[C@H]1CCCN(C(=O)C2CC2)C1
 : 0.0, 1, 6, 0.4
COc1cc(OC)c(C(=O)NCCc2ccc(Cl)cc2)cc1OC
 : 0.1, 2, -4, 2.4
CC(C)[C@H](CO)Nc1nc(Nc2cc(N)cc(Cl)c2)c2ncn(C(C)C)c2n1
 : -0.1, ·, -1, -0.1
COc1ccc(-c2cc(C(=O)Oc3ccc(C)cc3)c3cc(C)ccc3n2)cc1
 : -0.1, 5, -6, 0.7
CCN1/C(=C\C=C2/SC(=NCc3ccccc3)N(C)C2=O)Sc2ccccc21
 : 0.2, 7, 15, -1.5
CC(=O)c1c(C)[nH]c(C(=O)NCCN2CCN(c3ccccc3F)CC2)c1C
 : -0.2, -1, 5, 1.3
NC(=O)CSc1nnc(NC2CCCCC2)s1
 : 0.2, 7, 11, -0.8
COc1ccc(C(=O)N2CCN3C(=O)[C@H](Cc4ccc(Cl)cc4)NC(=O)[C@H]3C2)cc1
 : 0.1, -2, -14, -1.2
C=CCN(CC=C)C(=O)c1ccc(OC)c(Br)c1
 : -0.1, 1, -13, -0.1
Cn1c(=O)c2c(nc3n2CC(C24CC5CC(CC(C5)C2)C4)=NN3)n(C)c1=O
 : 0.2, 9, 19, -0.4

Some values from the list:
Under GPR151 ag, `C=CCN(CC=C)C(=O)c1ccc(OC)c(Br)c1` shows -0.1
Under GPR151 ag, `COc1cc(OC)c(C(=O)NCCc2ccc(Cl)cc2)cc1OC` shows 2.4

More structures follow:
The line under a structure holds: FBW7 act, TEAD-YAP inh, MITF inh, GPR151 ag
COc1cc(OC)c(CN2CCCC(CO)C2)cc1Br (centres undefined)
 : 0.2, 5, 55*, 0.3
COc1ccc(Br)cc1S(=O)(=O)N1CCN(C(c2ccccc2)c2ccccc2)CC1
 : 0.0, 5, 18, -0.3
CCCCCCC([C@@H](C)O)n1cnc2c(N)ncnc21 (some centres undefined)
 : -0.1&-0.1, -12, 26&12, -0.8&0.3
CCCCn1c(SCc2ccncc2)nc2c(sc(=S)n2-c2ccccc2OC)c1=O
 : 0.0, -10, 8, 0.4
COCCn1c(C)cc(-c2cn3cc(Br)ccc3n2)c1C
 : 0.0, -11, -2, -2.2
COc1ccc(/C=C/C(=O)N2C[C@@H]3C[C@H]2C(=O)N3c2ccccc2Cl)cc1OC
 : -0.2, -6, 23, 1.9
CC(/C=N\NC(=O)Cc1n[nH]c(=O)[nH]c1=O)c1ccccc1 (centres undefined)
 : -0.1, 9, 7, 0.8
O=C(Nc1ccc(-c2cn[nH]c2)cc1SCCN1CCOCC1)NC(CCO)c1ccccc1 (centres undefined)
 : 0.2, 11, 10, -0.6
COc1ccccc1NS(=O)(=O)c1cc2c3c(c1)CC(=O)N3CCC2
 : 0.9, 8, 13, 0.6
Cc1ccc(S(=O)(=O)NCc2ccc(C(=O)NC3CC3)cc2)cc1
 : -0.1, -10, 22, -0.9
COc1cccc(CCNC(=O)C2CC23CCN(C(=O)CC2=CCCCC2)CC3)c1 (centres undefined)
 : 0.0, 1, -6, 0.2
COc1ccc(C2N(C(=O)c3ccccc3)CCN2S(=O)(=O)c2ccc(C)cc2)cc1 (centres undefined)
 : 0.0, -7, 12, -0.4
COc1cc(Nc2nc(SCc3ccc([N+](=O)[O-])cc3)nc3ccccc23)cc(OC)c1
 : 0.0, 5, 10, 1.3
CC1=C(C(=O)OCc2ccccc2)C(c2cccc(I)c2)C2=C(CC(C)(C)CC2=O)N1 (centres undefined)
 : 0.0, 6, -7, 1.9
C/C(=N\N1CCN(C)CC1)c1ccc(O)cc1
 : 0.1, 7, 2, 0.7

The list goes on:
The line under a structure holds: FBW7 act, TEAD-YAP inh, MITF inh, GPR151 ag
CC(C)CCNC(=O)C(=O)NCCC1=CCCCC1
 : -0.2, -8, 13, 0.9
COc1cccc(CN2CCNC(=O)C2CC(=O)NCC(C)(C)CO)c1OC (centres undefined)
 : 0.5, -1, -1, 0.5
CC1(C)O[C@@H]2CC3C4C[C@H](F)C5=CC(=O)CC[C@]5(C)C4[C@@H](O)C[C@]3(C)[C@]2(C(=O)CO)O1 (some centres undefined)
 : 0.0, 3, 12, 2.2
Cn1nnc2cc(NC(=O)Nc3ccc4ccccc4c3)ccc21
 : 0.0, -14, 2, 0.2
C[n+]1c(SCCC(=O)O)n[nH]c1-c1ccncc1
 : 0.1, -10, -9, -1.0
O=S(=O)(O)c1ccc(N/N=C/c2ccccc2O)cc1
 : -0.2, 5, -8, -1.4
Cc1cc(Cl)ccc1N1C(=O)/C(=C/c2ccc([N+](=O)[O-])cc2)N=C1c1ccccc1
 : 0.8, 9, 19, -0.7
CCOC(=O)c1c(C)[nH]c(C(=O)OC)c1CCC(=O)OC
 : 0.0, 2, 1, 3.1
O=C(c1cscn1)N1C2CCC1CC(c1ccc(F)cc1)C2 (centres undefined)
 : 0.0, 5, 8, 0.0
Cc1cc(S(=O)(=O)NCC2OCCc3ccccc32)ccc1-n1cnnn1 (centres undefined)
 : 0.1, -3, 16, -0.5
Cc1n[nH]c(C)c1S(=O)(=O)N1CCC(C(=O)O)CC1
 : 0.3, -4, -2, -0.7
CCOC(=O)c1[nH]c(C)c(C(=O)Nc2ccc(C)cc2)c1C
 : -0.2, -9, -2, 0.0
Nc1c(N2CCOCC2)c2ccccc2oc1=O
 : 0.2, -5, 11, -1.5
Cc1cccc(I)c1N1CCC2(CC1)OCCO2
 : 0.1, -8, 4, 1.8
Cc1cc(-n2c(/C=C/c3ccc(C(C)(C)C)cc3)nc3ccccc3c2=O)ccc1Br
 : 0.2, -1, 10, -0.8

(more compounds)
The line under a structure holds: FBW7 act, TEAD-YAP inh, MITF inh, GPR151 ag
Cc1c(C(=O)O)oc2ccc(S(=O)(=O)N3CCCC3)cc12
 : 0.1, -4, -3, -0.4
CN1CCN(CCOCCOc2ccccc2Cl)CC1
 : 0.1, 0, 54*, 2.3
CC1=CCC2C(=O)N(c3ccc(C(=O)Nc4cccc(Cl)c4)cc3)C(=O)C2C1 (centres undefined)
 : -0.3, -11, -11, 0.7
CCCSc1nnc2c(n1)OC(C)Nc1ccccc1-2 (centres undefined)
 : 0.8, -24, 11, 0.7
O=C(NCCCNC(=O)c1cncc(Br)c1)c1cncc(Br)c1
 : 0.0, 14, 11, -0.4
O=C(NC1CCCCC1)N1CCN(c2ccccc2F)CC1
 : -0.1, -5, -7, -0.4
Cc1ccc(C(=O)N2CCCc3ccccc32)cc1C
 : 0.0, -12, 4, -0.6
CN(C)c1ccc(/C=N/N(C)c2cc(=O)n(C)c(=O)[nH]2)cc1
 : 0.0, -11, 5, 0.6
O=C(CN1CCSCC1)N/N=C/c1ccoc1
 : 0.3, -12, 25, 1.8
CS/C(N)=N/S(=O)(=O)c1ccc(C)cc1
 : -0.1, 0, -2, 2.9
CCOC(=O)C1CCN(c2c(N3CCCC3)c(=O)c2=O)CC1
 : -0.3, 6, 2, 0.4
COc1cc(C)c(CN2CCC(O)CC2)cc1C
 : 0.0, 1, 38, -0.3
CS(=O)(=O)N(CC(=O)NCc1ccco1)c1ccc(OCc2ccccc2)cc1
 : 0.8, 4, 1, -1.4
COc1cccc(-c2nc(-c3ccc4c(c3)NC(=O)CO4)cs2)c1
 : -0.1, -61, -2, 3.6
CN1CCN(C(c2ccccc2)c2nnnn2Cc2cccs2)CC1 (centres undefined)
 : 0.0, 3, 1, -0.9
O=C(Nc1cc(Cl)cc(Cl)c1)c1cccc(Oc2ccccc2)c1
 : 0.2, -37, -10, 0.4
COc1ccccc1CNC(=O)CS(=O)Cc1nc(-c2ccccc2C)oc1C (centres undefined)
 : 2.6*, -4, 26, -0.8
